# Source: PubChem BioAssay (National Center for Advancing Translational Sciences (NCATS))
# Pf growth 48h – Primary qHTS for delayed death inhibitors of the malarial parasite plastid, 48 hour incubation; P. falciparum luciferase growth in erythrocytes, 48 h; Potency, µM (titrated, usually from 28.7 µM), for inactives: at the highest dose activity change, negative = inhibition, actives largely listed as inhibitors; 310,000 tested, 5.9% active; AID 504832, 2011
#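 Erythrocytes infected with P. falciparum carrying an integrated firefly luciferase reporter (2% hematocrit, 0.1% parasitemia final) were exposed to compounds in RPMI 1640 with 0.5% Albumax at 37 C, 5% CO2. Growth inhibition was scored as reduced luminescence.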
# Pf growth 96h – Primary qHTS for delayed death inhibitors of the malarial parasite plastid, 96 hour incubation; Potency, µM (doses to about 28.7 µM), inactives show at the top dose activity change, negative = inhibition, actives largely listed as inhibitors; AID 504834, 2011; P. falciparum luciferase reporter growth, 96 h; 320,000 tested, 6.9% active
#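 Compounds incubated with erythrocytes infected by luciferase-expressing P. falciparum (2% hematocrit, 0.05% parasitemia final) for 96 hours, 37 C in 5% CO2. Growth inhibition scored as decreased luciferase luminescence.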
# Sm TGR block – qHTS Assay for the Inhibitors of Schistosoma Mansoni Peroxiredoxins. Schistosoma mansoni thioredoxin glutathione reductase (TGR), Q962Y6. purified TGR, DTNB reduction, TNB absorbance 405 nm. Potency, µM (doses to about 114 µM), without a hit: at the top dose activity change, negative = inhibition, actives largely listed as inhibitors. 360,000 tested, 3% active; also: nearly all actives have a fitted effect of over 60% in size
#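 TGR 20 nM + NADPH 100 uM (dispensed conc.), cpd preinc 15 min RT; start with NADPH (500 uM addition) then DTNB (15 mM addition). Kinetic TNB absorbance, 405 nm filter. Four-parameter Hill fit across titration.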
# Tb PYK inh – qHTS of Trypanosoma Brucei Inhibitors | TbPYK enzyme, Kinase-Glo Plus ATP luminescence, 45 min | pyruvate kinase (Trypanosoma brucei), Q57TT1 | Potency, µM (series often up to 76.8 µM), without a hit: top-dose activity, negative = inhibition, most hits filed as inhibitors | 410,000 tested, 0.12% active; also: nearly all actives have a fitted effect of over 50% in size
#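 T. brucei PYK with substrate was exposed to pin-transferred compounds across a concentration series, then started with 130 uM ADP (final). After 45 min at room temperature, Kinase-Glo Plus luminescence was read, normalized and curve-fitted.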
# HCV inhibitor – qHTS Assay for Inhibitors of Hepatitis C Virus (HCV); Huh7.5.1 HCVcc-Cre infection, luciferase reporter, 44 h; Potency, µM (doses to about 41.8 µM), for inactives: at the top dose activity change, negative = inhibition, hits mostly inhibitors; 340,000 tested, 3.4% active
#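 1,000 cells/well; 4 h culture; + compound; + HCVcc-Cre (~0.5 moi); 44 h; luciferase substrate, RT 15 min; read 15 sec.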
# LmPK inh – qHTS Assay for Inhibitors of Leishmania Mexicana Pyruvate Kinase (LmPK); Q27686; purified LmPK, Kinase-Glo ATP luminescence, 1 h; Potency, µM (highest dose often 57.5 µM), inactives show at the highest dose activity change, negative = inhibition, actives largely listed as inhibitors; 290,000 tested, 0.37% active
# Target sequence (Q27686 whole entry, looked up): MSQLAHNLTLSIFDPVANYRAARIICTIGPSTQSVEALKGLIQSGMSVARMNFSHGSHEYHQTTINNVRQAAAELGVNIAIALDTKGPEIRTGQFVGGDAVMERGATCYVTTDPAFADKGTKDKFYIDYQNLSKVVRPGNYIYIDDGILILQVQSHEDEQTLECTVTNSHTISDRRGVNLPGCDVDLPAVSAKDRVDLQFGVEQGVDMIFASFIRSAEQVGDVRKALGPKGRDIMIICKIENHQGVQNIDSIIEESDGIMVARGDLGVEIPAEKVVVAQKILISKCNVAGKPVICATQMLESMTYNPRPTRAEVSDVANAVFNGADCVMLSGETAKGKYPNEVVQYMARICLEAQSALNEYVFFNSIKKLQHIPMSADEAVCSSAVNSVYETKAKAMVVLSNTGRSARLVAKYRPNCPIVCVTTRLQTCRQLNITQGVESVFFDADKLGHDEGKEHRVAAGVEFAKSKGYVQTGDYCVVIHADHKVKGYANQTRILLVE
#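 In 50 mM imidazole pH 7.2 with 7 mM MgCl2, LmPK (0.1 nM) turned over PEP (0.5 mM) and ADP (0.1 mM) for 1 h at room temperature. Luciferase read-out of ATP.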
# An asterisk follows results filed as active; u = inconclusive; x = not tested or not shown; [ ] = another dose, or the depositor's remark. Calls follow the shape of the dose curve; as a rule, active = well fitted curve in the direction sought with a large enough effect; inconclusive = small, poorly fitted or top-dose-only effect, or another doubt; inactive = no such curve, though single readings can be large; an effect the other way counts as inactive or inconclusive. % is scaled to controls: 0 for no effect and ±100 for the full control effect; potency is read from the fitted curve at half-maximal effect.
item | SMILES | Pf growth 48h | Pf growth 96h | Sm TGR block
1 | O=C(NC1(O)C(=O)c2ccccc2C1=O)c1ccccc1 | -6% | -20% | -13%
2 | COC(=O)c1ccc(C(=O)OC)c(NC(=O)c2cccnc2)c1 | 59%[activator] | u | 3%
3 | CC1(C)CC(C(=O)NCCC(c2ccccc2)c2ccco2)CCO1 (configuration not stated) | 0% | -18% | u
4 | O=C(NCCc1ccccn1)c1ccc(S(=O)(=O)N2CCCCCC2)cc1 | 21% | u | -3%
5 | O=C(O)COc1ccccc1/C=N/NC(=O)CNC(=O)c1ccco1 | 26% | -20% | -17%
6 | Cc1ccoc1C(=O)Nc1cccc(Oc2ccccc2)c1 | -14% | x | 0%
7 | NC(=O)c1ccc2c(=O)n3c(-c4cc(Cl)c(N)c(Cl)c4)csc3nc2c1 | -2% | -5% | 5%
8 | CCCC1CC(CSC(=N)N)OC1=O (configuration not stated) | x | 35%[activator] | 0%
9 | CC(C)(C)c1cn(-c2ccc(Cl)cc2)c(=S)[nH]1 | x | 226%[activator] | 2%
10 | Cc1ccc(-n2c3c(cc(C(=O)NCc4ccco4)c2=O)C(=O)CC(C)(C)C3)cc1 | u | 0.47µM* | 22µM*
11 | CCOC(=O)CC(=O)c1cc(OC)c(OC)c(OC)c1 | -27% | 3% | -33%
12 | COC(=O)c1cn(C(=O)c2cc(OC)cc(OC)c2)c2ccccc12 | -7% | 10% | 20%
13 | Cc1cccn2c(CNCCc3ccccn3)c(C(=O)N3CCOCC3)nc12 | u | 13µM* | u
14 | CC1=[N+](CC(=O)NC(C)(C)C)CCc2ccccc21 | 1% | -2% | 2%
15 | COc1ccc2nc(NC(=O)CCn3cccc3)sc2c1 | 55%[activator] | 20% | -2%

item | Tb PYK inh | HCV inhibitor | LmPK inh
1 | -5% | 1% | 0%
2 | 6% | -1% | 0%
3 | -18% | 3% | 2%
4 | 8% | -12% | 0%
5 | -10% | -1% | 0%
6 | 0% | u | 2%
7 | -27% | u | -1%
8 | -16% | -13% | 0%
9 | u | -9% | -8%
10 | -1% | 15% | 2%
11 | -1% | 6% | -5%
12 | 1% | 5% | 2%
13 | 3% | 13% | 4%
14 | 2% | 36%[activator] | 6%
15 | 4% | 6% | 7%

# (listing goes on)
item | SMILES | Pf growth 48h | Pf growth 96h | Sm TGR block
16 | CC(=O)Nc1sc2c(c1C(c1ccc(F)cc1)N1CCOCC1)CCCC2 (configuration not stated) | x | 1.2µM* | u
17 | CC1CN(S(=O)(=O)c2ccc(C(=O)NN3CCN(C)CC3)cc2)CC(C)O1 (configuration not stated) | 4% | 6% | 5%
18 | Nc1c(C(=O)Nc2nccs2)sc2nc(-c3cccs3)cc(C(F)(F)F)c12 | x | 6% | 4%
19 | Cc1ccccc1N/N=C/c1ccc(N2CCOCC2)cc1 | u | 20% | u
20 | O=C(NC1(C(F)(F)F)NC(=O)N(c2ccc(F)c(Cl)c2)C1=O)c1ccncc1 (configuration not stated) | 19% | 38%[activator] | -4%
21 | CC(C)CNC(=O)COC(=O)c1c2c(nc3ccccc13)/C(=C/c1cccs1)CC2 | u | u | 1%
22 | CSc1nnc(NC(=O)c2ccc3c(c2)OCO3)s1 | 147%[activator] | 264%[activator] | -19%
23 | Cc1ccc(C(=O)N(CC#N)CC#N)cc1C | 36%[activator] | 37%[activator] | -1%
24 | COc1ccc([C@@H]2[C@@H]3C(=O)N(C(C)(C)C)C(=O)[C@@H]3[C@]3(Cc4ccccc4)C(=O)N(c4cccc(C)c4)C(=O)N23)cc1 | u | u | 11%
25 | O=C(NN1C(=O)C2C(C1=O)C1C=CC2C12CC2)c1cccnc1 (configuration not stated) | 24% | u | -1%
26 | COc1ccc(C2=NOC(C(=O)NCCN3CCOCC3)C2)cc1 (configuration not stated) | u | 27% | 2%
27 | O=C(NCc1ccccn1)C(=O)C1C(=O)Nc2ccccc21 (configuration not stated) | 13% | 50%[activator] | 2%
28 | Cc1ccc(S(=O)(=O)/N=C/c2ccco2)cc1 | 9% | 19% | -15%
29 | O=C(CSc1nnc2ccccn12)NNC(=O)c1ccc([N+](=O)[O-])cc1 | 11% | 4% | -4%
30 | CC(C)NC(=O)c1ccc(CS(=O)(=O)c2ccc(Br)cc2)o1 | x | 28% | u

item | Tb PYK inh | HCV inhibitor | LmPK inh
16 | 6% | 8% | 2%
17 | 10% | -6% | 1%
18 | -4% | -11% | -2%
19 | 1% | u | 4%
20 | 6% | u | 1%
21 | -1% | u | 0%
22 | -13% | 2% | -9%
23 | -6% | 3% | 4%
24 | -1% | -13% | x
25 | 1% | 27% | -2%
26 | 9% | 18% | -3%
27 | -4% | 11% | 2%
28 | -2% | 13% | -15%
29 | -4% | 16% | 6%
30 | -7% | -8% | 5%

# Next entries follow:
item | SMILES | Pf growth 48h | Pf growth 96h | Sm TGR block
31 | CCOc1cc(/C=C(/C#N)c2nc3ccccc3[nH]2)ccc1Oc1ccc([N+](=O)[O-])cn1 | u | 2.3µM* | -1%
32 | COc1cccc(C2=NOC(C(=O)NCc3ccccn3)C2)c1 (configuration not stated) | 1% | 54%[activator] | 8%
33 | Cc1ccc2nc(N(CCCN(C)C)C(=O)c3ccc(S(=O)(=O)N4CCOCC4)cc3)sc2c1 | -24% | 1% | -10%
34 | Cn1c(SCC(=O)Nc2cccc(F)c2)nc2c([nH]c3ccccc32)c1=O | -36%[1.15 µM] | -34%[1.15 µM] | 3%
35 | Cc1ccc2cc(CCNC(=O)c3cccc([N+](=O)[O-])c3)c(=O)[nH]c2c1C | -1% | u | -17%
36 | CCCCS(=O)(=O)N1CCCC(C(=O)Oc2ccc(Cl)cc2)C1 (configuration not stated) | 5% | -9% | 0%
37 | O=C(N/N=C/c1ccco1)c1cccc(S(=O)(=O)Nc2ccccc2Cl)c1 | 0% | 18% | -34%
38 | CCOc1ccc(-n2c(SCc3nc(-c4cccs4)no3)nnc2-c2ccncc2)cc1 | u | 5% | 3%
39 | C/C(CC(=O)Nc1ccc(F)cc1)=N\NC(=O)c1ccccn1 | 217%[activator] | -9% | -26%
40 | CC1=NOC(=O)/C1=C\c1ccccc1 | 0% | 16% | -11%
41 | COc1cc(C(=O)N2CCN(C(=O)C3COc4ccccc4O3)CC2)cc(OC)c1OC (configuration not stated) | u | u | -27%
42 | CCCN(CCC)CCCNC(=O)c1cc2cc3ccc(OC)cc3nc2o1 | u | -1% | 3%
43 | CNC1(c2nnnn2-c2ccccc2C)CCOC(C)(C)C1 (configuration not stated) | 4% | 3% | -5%
44 | COc1ccc(Cl)cc1NC(=O)CN1C(=O)CC(C)S(=O)(=O)c2ccccc21 (configuration not stated) | u | 30% | u
45 | Clc1cccc(CSc2nnc(-c3c[nH]c4ccccc34)o2)c1 | x | 36%[activator] | -7%

item | Tb PYK inh | HCV inhibitor | LmPK inh
31 | -4% | u | -1%
32 | -5% | 7% | -1%
33 | 3% | -11% | -4%
34 | -2% | -10% | 0%
35 | -6% | 23% | 3%
36 | -21% | 19% | 3%
37 | 6% | 27% | 1%
38 | 0% | -9% | 5%
39 | -4% | u | 2%
40 | -6% | 3% | 6%
41 | -4% | -6% | 4%
42 | 9% | u | -6%
43 | -21% | 9% | -5%
44 | 4% | -13% | -2%[11.5 µM]
45 | 3% | u | -2%

# (further entries)
item | SMILES | Pf growth 48h | Pf growth 96h | Sm TGR block
46 | CC1(NC(=O)CC(c2ccccc2)(c2ccccc2)c2ccccc2)CCN(CCCc2ccccc2)C1=O (configuration not stated) | u | u | -3%
47 | CNC(=O)c1c(NC(=O)c2cc(-c3cc(C)c(C)cc3O)n[nH]2)sc2c1CCCC2 | 0% | u | -3%
48 | Cc1cc(OC(C)C(=O)N2CCN(c3ccc(F)cc3)CC2)c2c(C)c(C)c(=O)oc2c1 (configuration not stated) | u | 0% | -8%
49 | O=C(Cc1nnc(NC(=O)c2cccc([N+](=O)[O-])c2)s1)NCc1ccccc1 | -25% | 2% | u
50 | Cc1cccc(Nc2ncnc3nc[nH]c23)c1C | 15% | 3% | 1%
51 | COC(=O)CCS(=O)(=O)c1ccc(Cl)c(Cl)c1 | 27% | 11% | 2%
52 | CCCCN=C(NNc1ccc(Br)cc1)C(=O)OCC | u | -28% | -24%
53 | CC(C)(C)c1ccc(/C=C/C(=O)NCCCN2CCOCC2)cc1 | 0% | u | -5%
54 | Cc1c(C(=O)N2C[C@@H](C)O[C@@H](C)C2)oc2c(F)cccc12 | u | -5% | -33%
55 | O=C(Cc1cccs1)NCc1cccc(F)c1 | 76%[activator] | -3% | 2%
56 | Cc1cccc(NC(=O)CCS(=O)(=O)c2ccc3c(c2)oc(=O)n3C)c1 | 5% | 8.3µM* | u
57 | Cn1c(=O)c2c(nc(NCC3CCCO3)n2Cc2cccc(Br)c2)n(C)c1=O (configuration not stated) | 1% | -3% | -16%
58 | CN1CCCN(CC(O)COCc2cccs2)CC1 (configuration not stated) | 13% | 24% | 50µM*
59 | O=C(NCC1CCCO1)c1ccc(COc2ccccc2Br)cc1 (configuration not stated) | 3% | -12% | 2%
60 | COc1cccc(C2CC(c3ccccc3)Nc3nc(N)nn32)c1 (configuration not stated) | 26% | -37% | 12%
61 | COCCCNC(=O)CN(c1cccc(Cl)c1C)S(C)(=O)=O | 6% | 15% | -10%
62 | c1csc(CNCc2ccncc2)c1 | 21% | 10% | -5%
63 | COc1ccccc1N(CC(=O)Nc1ccccc1)S(=O)(=O)c1cccs1 | u | 1% | 4%

item | Tb PYK inh | HCV inhibitor | LmPK inh
46 | -12% | u | x
47 | 1% | 3% | 9%
48 | -5% | u | 3%
49 | -11% | x | -6%
50 | -11% | 1% | 5%
51 | 5% | 9% | 0%
52 | -9% | u | 4%
53 | 7% | -17% | 4%
54 | 7% | -11% | 2%
55 | 1% | 21% | 14%
56 | -2% | 9% | -9%
57 | -2% | -15% | 2%
58 | 12% | 34%[activator] | 1%
59 | -14% | u | 0%
60 | -6% | 15% | 0%
61 | 0% | 4% | 0%
62 | -16% | 6% | 10%
63 | -8% | u | x

# Rewritten as tab-separated lines: entries from further up.
item	mol	Pf growth 48h	Pf growth 96h	Sm TGR block	Tb PYK inh	HCV inhibitor	LmPK inh
27	O=C(NCc1ccccn1)C(=O)C1C(=O)Nc2ccccc21 (configuration not stated)	13%	50%[activator]	2%	-4%	11%	2%
28	Cc1ccc(S(=O)(=O)/N=C/c2ccco2)cc1	9%	19%	-15%	-2%	13%	-15%
29	O=C(CSc1nnc2ccccn12)NNC(=O)c1ccc([N+](=O)[O-])cc1	11%	4%	-4%	-4%	16%	6%
30	CC(C)NC(=O)c1ccc(CS(=O)(=O)c2ccc(Br)cc2)o1	x	28%	u	-7%	-8%	5%
31	CCOc1cc(/C=C(/C#N)c2nc3ccccc3[nH]2)ccc1Oc1ccc([N+](=O)[O-])cn1	u	2.3µM*	-1%	-4%	u	-1%
32	COc1cccc(C2=NOC(C(=O)NCc3ccccn3)C2)c1 (configuration not stated)	1%	54%[activator]	8%	-5%	7%	-1%
33	Cc1ccc2nc(N(CCCN(C)C)C(=O)c3ccc(S(=O)(=O)N4CCOCC4)cc3)sc2c1	-24%	1%	-10%	3%	-11%	-4%
34	Cn1c(SCC(=O)Nc2cccc(F)c2)nc2c([nH]c3ccccc32)c1=O	-36%[1.15 µM]	-34%[1.15 µM]	3%	-2%	-10%	0%
35	Cc1ccc2cc(CCNC(=O)c3cccc([N+](=O)[O-])c3)c(=O)[nH]c2c1C	-1%	u	-17%	-6%	23%	3%
36	CCCCS(=O)(=O)N1CCCC(C(=O)Oc2ccc(Cl)cc2)C1 (configuration not stated)	5%	-9%	0%	-21%	19%	3%
